# Screening data: PubChem, The Scripps Research Institute Molecular Screening Center
# MITF inh: blocks human microphthalmia-associated transcription factor; O75030; AlphaScreen MITF homodimerization, bead proximity signal; inhibition, % at 2.6 µM; 0.91% of 650,000 active; AID 1259374; in the data active means inhibition above about 50%;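 further: 0% = vehicle wells with protein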
# Target sequence (O75030 whole entry, looked up): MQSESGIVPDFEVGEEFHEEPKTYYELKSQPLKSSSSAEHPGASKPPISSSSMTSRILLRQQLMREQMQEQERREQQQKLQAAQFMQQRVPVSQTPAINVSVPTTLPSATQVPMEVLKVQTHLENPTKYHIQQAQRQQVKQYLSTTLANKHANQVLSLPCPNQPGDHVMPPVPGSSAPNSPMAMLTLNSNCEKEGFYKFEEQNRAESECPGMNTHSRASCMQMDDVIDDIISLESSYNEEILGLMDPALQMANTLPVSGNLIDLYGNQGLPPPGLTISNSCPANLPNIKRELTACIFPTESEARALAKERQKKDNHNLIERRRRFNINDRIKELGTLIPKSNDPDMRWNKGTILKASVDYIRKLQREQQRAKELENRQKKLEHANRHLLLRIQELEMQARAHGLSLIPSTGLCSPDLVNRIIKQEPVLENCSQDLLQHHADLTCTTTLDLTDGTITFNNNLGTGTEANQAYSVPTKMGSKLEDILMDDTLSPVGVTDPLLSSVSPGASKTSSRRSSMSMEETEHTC
# FBW7 act: human FBW7 E3 ligase activation, primary screen | 0.13% of 650,000 active | normalized activity (activation), % at 26.1 µM | AID 1259310 | AlphaScreen FBW7–phospho-cyclin E peptide binding, activator screen; in the data active means normalized activity above about 1.9%;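 further: purified mutant Fbw7 with reduced substrate affinity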
# GPR151 ag: activators of human GPR151 | Q8TDV0 | PathHunter beta-arrestin GPR151 cells, luminescence | activation, % at 11.2 µM | 1% of 650,000 active | AID 1508602; in the data active means activation above about 4.9%;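 further: 0% = median of compound wells and 100% = cells with positive control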
# Target sequence (Q8TDV0 whole entry, looked up): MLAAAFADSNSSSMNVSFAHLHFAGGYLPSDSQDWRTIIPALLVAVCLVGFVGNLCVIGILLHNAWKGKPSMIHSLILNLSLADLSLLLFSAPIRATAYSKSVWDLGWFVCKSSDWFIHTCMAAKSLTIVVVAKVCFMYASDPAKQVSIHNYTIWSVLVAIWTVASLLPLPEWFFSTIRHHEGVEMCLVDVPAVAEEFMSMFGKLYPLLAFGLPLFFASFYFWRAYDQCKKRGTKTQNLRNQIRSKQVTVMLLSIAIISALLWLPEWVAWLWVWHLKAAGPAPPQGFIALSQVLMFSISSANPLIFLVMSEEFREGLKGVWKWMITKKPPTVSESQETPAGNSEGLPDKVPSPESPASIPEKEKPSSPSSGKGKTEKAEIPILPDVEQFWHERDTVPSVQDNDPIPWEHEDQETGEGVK
# TEAD-YAP inh: TEAD-YAP interaction inhibition; HEK-TIYL cells, TEAD-Gal4/YAP UAS-luciferase luminescence; inhibition, % at 9.12 µM; 1.4% of 640,000 active; in the data active means inhibition above about 32%;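 further: 0% = median of test compound wells and 100% = reference inhibitor wells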
# Starred values were filed as active, the others as inactive; . = not tested or not shown; & = joins results of further samples; ! = repeats disagree.
nr	compound	MITF inh	FBW7 act	GPR151 ag	TEAD-YAP inh
1	Cn1cc([N+](=O)[O-])c(C(=O)Nc2ccc3c(c2)C(=O)NC3=O)n1	-7	0.0	-2.3	19
2	O=C(Nc1cc(-c2ccccc2)sc1C(=O)O)c1ccc(Br)o1	-8	-0.1	-0.3	-2
3	CCOC(=O)c1cc2c(ccn2C)n1CC(=O)N1CCC(C)CC1	0	-0.3	-0.1	-2
4	COc1ccc(-c2coc3cc(O)cc(O)c3c2=O)cc1	-5&21	-0.2&-0.1	0.4&0.0	37*!
5	COc1ccccc1-n1nc(C(=O)Nc2cccc(Cl)c2)c2ccccc2c1=O	5	0.0	1.1	-3
6	COc1cccc(NC(=O)CNC(=O)c2ccccc2C)c1	8	0.0	0.9	6
7	Cc1cccc(C)c1-n1c(N)c(C(=O)NCCc2ccccc2)sc1=S	6	-0.2	0.5	-3
8	Cc1ccc(OCCCn2cncn2)c([N+](=O)[O-])c1	50	-0.2	0.8	-8
9	CCOCCN(CC)c1nccc(CN2CCc3c(nc(N4CCCCC4)[nH]c3=O)C2)n1	5	-0.1	0.5	5
10	CCCCOc1ccc(C2=N/C(=C\c3cc(OC)c(OC)c(OC)c3)C(=O)O2)cc1	5	-0.1	0.5	4

# More structures follow:
nr	compound	MITF inh	FBW7 act	GPR151 ag	TEAD-YAP inh
11	Cc1ccccc1NC(=O)c1cc(S(=O)(=O)Nc2cccc(C(=O)O)c2)ccc1Cl	-2	-0.1	-0.2	-2
12	COc1ccc(C(=O)Nc2cc(C(=O)Nc3ccc(OC)c(Cl)c3)ccc2N2CC3CC(C2)c2cccc(=O)n2C3)cc1 (stereo unspecified)	-7	-0.2	0.8	-9
13	CCOc1cc(S(=O)(=O)n2cc(C)nc2CC)ccc1Br	22	0.1	-1.0	-8
14	O=C(c1cccc(Cl)c1)N1CCC(N2CCN(c3ccccc3)CC2)CC1	79*	-0.2	0.1	7
15	O=C(CSc1nnc(CN2CCOCC2)n1-c1ccccc1)Nc1nccs1	-3	-0.3	-0.2	-1
16	COC(=O)C1CC(=O)N(C)C12CCN(Cc1nc3ccccc3nc1C)CC2 (stereo unspecified)	-7	0.0	1.1	-2
17	Cc1cc(C)c2sc(NC(=O)/C=C\c3ccccc3)nc2n1	-8	0.1	-1.3	-30
18	COc1cccc(CNC(=O)CSc2ccc(-c3ccco3)nn2)c1	-1	-0.2	0.4	-6
19	O=C(CSc1nc(-c2ccccc2)ns1)N1CCCCCC1	9	-0.1	-1.5	39*
20	CCOC(=O)c1cc2cccc(NS(=O)(=O)c3cccs3)c2[nH]1	6	0.1	-2.2	4

# The list continues:
nr	compound	MITF inh	FBW7 act	GPR151 ag	TEAD-YAP inh
21	Cc1ccc(C(=O)NC(C)C(=O)NC2CCCCC2)cc1 (stereo unspecified)	-3	-0.1	1.6	-11
22	c1coc(CNc2ccc3c(c2)OCO3)c1	18	0.3	-0.2	-16
23	CCOC(=O)c1c(NC(=O)c2cc3nc(-c4ccc(Br)cc4)cc(C(F)(F)F)n3n2)sc2c1CCCC2	1	-0.1	0.2	-3
24	CC(C)CC(NC(=O)c1ccc(Cl)cc1)C(=O)O (stereo unspecified)	1	-0.2	0.3	2
25	COc1cccc(CN2C[C@@H]3C[C@@H](c4cccs4)N4CCC[C@@]34C2=O)c1	2	-0.1	0.6	-2
26	Cc1ccccc1N1C(=O)NC(=O)/C(=C/c2ccc(Br)s2)C1=O	-12	-0.2	-1.3	-2
27	CC(C)(C)c1ccc(SCC(N)=O)cc1	15	-0.2	-0.7	-6
28	CCOc1ccccc1CN1CCNC(=O)C1CC(=O)NCc1ccccc1 (stereo unspecified)	-3	-0.1	-0.7	2
29	Cc1ccc(S(=O)(=O)NCCc2nc3ccccc3[nH]2)cc1	9	0.1	1.7	-4
30	CCOC(=O)C1=C(C)NC2=C(C(=O)C(C(=O)OC)C(C)C2)C1c1ccc(OC)c(Br)c1 (stereo unspecified)	-15	0.1	-1.5	-6

# (continued)
nr	compound	MITF inh	FBW7 act	GPR151 ag	TEAD-YAP inh
31	Cc1ccc(S(=O)(=O)NN=C2CCCC2)cc1	8	0.0	0.2	-2
32	C/C(N)=C(/C#N)C(=O)Cn1cc(C(F)(F)F)cc(Cl)c1=O	0	-0.3	-0.6	1
33	Cc1cccc(NC(=O)c2ccc(S(=O)(=O)NCc3cccnc3)cc2)c1	0	0.1	0.0	16
34	CCOc1ccc(Nc2nc(-c3ccccc3)c(C(=O)Nc3cccc(OC)c3)s2)cc1	-6	0.1	-0.1	-12
35	Nc1nc2nccc(-c3ccccc3)n2n1	0	-0.1	-0.5	-13
36	NC(=O)c1cncc(-c2csc3ccccc23)c1	8	0.2	1.0	8
37	Cc1ccc(Cl)cc1N1CCN(S(=O)(=O)c2ccc3[nH]c(=O)c(=O)[nH]c3c2)CC1	-1	0.1	-0.6	-3
38	O=C(NCCO)/C(=C/c1ccco1)NC(=O)c1ccccc1	13	0.7	-0.1	4
39	COc1ccc(CNC(=O)C23CC4CC(CC(C4)C2)C3)cc1	-13	-0.5	0.9	-9
40	CC(C)c1ccc(N2C(=O)NC3CC2(C)Oc2ccccc23)cc1 (stereo unspecified)	-2	-0.1	1.2	12

# Additional structures
nr	compound	MITF inh	FBW7 act	GPR151 ag	TEAD-YAP inh
41	O=C(CSc1nc(=O)n(CCN2CCOCC2)c2c1CCC2)Nc1ccc(F)cc1F	0	0.0	0.2	0
42	O=C(Cc1n[nH]c(=O)c2ccccc12)N1CC[C@@H](c2ccccc2)[C@H](O)C1	2	0.2	-0.1	-4
43	COc1ccccc1C(=O)Nc1ccc(S(=O)(=O)NC(C)C)cc1	0	-0.2	0.9	9
44	COCCn1c(COc2ccc(C)cc2)nnc1SCC(=O)Nc1ccccc1Cl	12	0.1	-0.3	16
45	CC(=O)N(C(C)=O)N1C(=O)/C(=C/c2ccc(Cl)cc2)SC1=S	-2	-0.2	1.0	3
46	CN(C)CCCN(C(=O)c1ccc(C#N)cc1)c1nc2c(Cl)cccc2s1	3	0.1	0.2	3
47	CCOCCc1nnc(NC(=O)C(=O)c2c[nH]c3ccccc23)s1	13	0.7	-1.5	9
48	Cc1ccc(NC(=O)COc2cccc3c2CCN(Cc2cccnc2)C3=O)c(C)c1	6	0.0	5.4*	-2
49	N#Cc1cc(C#N)c(=S)[nH]c1N	10	-0.2	-0.2	10
50	COc1ccc(C2NC(=O)CS2)cc1OC (stereo unspecified)	-2	0.2	0.7	-6

# More entries follow:
nr	compound	MITF inh	FBW7 act	GPR151 ag	TEAD-YAP inh
51	Cc1ccc(CCNC(=O)c2ncoc2-c2cccs2)cc1	8	0.1	2.9	-10
52	O=C1NN(c2ccc(F)c(Cl)c2)C(=O)/C1=C\c1ccc(Br)cc1	19	0.7	-0.5	7
53	CCOC(=O)CNC(=O)c1sc2nc(C)nc(N3CCN(c4ccccn4)CC3)c2c1C	4	-0.1	-0.7	18
54	CC(C)(C)CC(=O)NN1C(=O)c2cccc3cccc(c23)C1=O	-1	-0.1	0.1	-17
55	Cc1ccc(S(=O)(=O)NCC(C)NS(=O)(=O)c2ccccc2[N+](=O)[O-])cc1 (stereo unspecified)	6	0.0	2.0	5
56	COc1ccc(NC(=O)C2Cc3ccccc3CN2S(C)(=O)=O)cc1 (stereo unspecified)	2	0.5	-1.6	8
57	COc1ccc(CNC(=O)CN2CCC(n3nnc4cc(F)ccc43)CC2)cc1	-1	0.0	-0.6	8
58	COc1cccc2sc(N(CCN(C)C)C(C)=O)nc12	-3	-0.1	2.8	3
59	COc1ccccc1NC(=O)C1=C(C)NC(SCC(=O)Nc2cccc(Cl)c2)=C(C#N)C1c1ccccc1 (stereo unspecified)	5	0.0	0.0	-8
60	CN(CC(=O)Nc1ccccc1Br)CC(=O)Nc1ccccc1C(F)(F)F	-4	0.0	0.3	-7

# Among those listed so far, these have a cyano group.
nr	compound	MITF inh	FBW7 act	GPR151 ag	TEAD-YAP inh
32	C/C(N)=C(/C#N)C(=O)Cn1cc(C(F)(F)F)cc(Cl)c1=O	0	-0.3	-0.6	1
46	CN(C)CCCN(C(=O)c1ccc(C#N)cc1)c1nc2c(Cl)cccc2s1	3	0.1	0.2	3
49	N#Cc1cc(C#N)c(=S)[nH]c1N	10	-0.2	-0.2	10
59	COc1ccccc1NC(=O)C1=C(C)NC(SCC(=O)Nc2cccc(Cl)c2)=C(C#N)C1c1ccccc1 (stereo unspecified)	5	0.0	0.0	-8

# Remaining list, next part
nr	compound	MITF inh	FBW7 act	GPR151 ag	TEAD-YAP inh
61	COC(=O)c1ccc(NC(=S)NC(=O)c2ccc(OC)c(OC)c2)cc1	12	0.6	0.4	-5
62	O=C(CCCN1CCCCC1)c1ccc2c(c1)Cc1ccccc1-2	13	0.4	-3.6	-34
63	COCCN(Cc1c(C(=O)N2CCN(C3CCCCC3)CC2)nc2ccccn12)C(C)C	2	-0.2	-0.1	-1
64	CCCc1[nH]n(-c2ccc(F)cc2)c(=O)c1C=NCCCN(CC)CC	-10	0.0	1.1	-1
65	CCOc1ccccc1NC(=O)Cc1coc2cc(C)ccc12	3	0.0	-0.6	-4
66	CC1CCCCN1S(=O)(=O)c1ccc(C(=O)Nc2ccccc2)cc1 (stereo unspecified)	12	0.2	-0.6	-25
67	COCCn1c(SCc2ccc(Cl)cc2)nnc1C(C)C	5	-0.1	-0.1	-1
68	COc1ccc(-c2cc(NCCOc3ccccc3)nc(N)n2)cn1	-6	-0.1	-0.6	-5
69	COc1ccccc1CC(=O)Nc1cnn(CC(=O)NC(c2ccco2)C(F)(F)F)c1 (stereo unspecified)	11	1.0	0.3	4
70	COc1cc(N(C)C)c([N+](=O)[O-])cc1C(=O)NC(C)(C)CO	-8	-0.1	-1.8	2

# Rewritten with two lines to a compound: part of the list above
# Sequence of screens: MITF inh | FBW7 act | GPR151 ag | TEAD-YAP inh
53. CCOC(=O)CNC(=O)c1sc2nc(C)nc(N3CCN(c4ccccn4)CC3)c2c1C
 : 4 | -0.1 | -0.7 | 18
54. CC(C)(C)CC(=O)NN1C(=O)c2cccc3cccc(c23)C1=O
 : -1 | -0.1 | 0.1 | -17
55. Cc1ccc(S(=O)(=O)NCC(C)NS(=O)(=O)c2ccccc2[N+](=O)[O-])cc1 (stereo unspecified)
 : 6 | 0.0 | 2.0 | 5
56. COc1ccc(NC(=O)C2Cc3ccccc3CN2S(C)(=O)=O)cc1 (stereo unspecified)
 : 2 | 0.5 | -1.6 | 8
57. COc1ccc(CNC(=O)CN2CCC(n3nnc4cc(F)ccc43)CC2)cc1
 : -1 | 0.0 | -0.6 | 8
58. COc1cccc2sc(N(CCN(C)C)C(C)=O)nc12
 : -3 | -0.1 | 2.8 | 3
59. COc1ccccc1NC(=O)C1=C(C)NC(SCC(=O)Nc2cccc(Cl)c2)=C(C#N)C1c1ccccc1 (stereo unspecified)
 : 5 | 0.0 | 0.0 | -8
60. CN(CC(=O)Nc1ccccc1Br)CC(=O)Nc1ccccc1C(F)(F)F
 : -4 | 0.0 | 0.3 | -7
61. COC(=O)c1ccc(NC(=S)NC(=O)c2ccc(OC)c(OC)c2)cc1
 : 12 | 0.6 | 0.4 | -5
62. O=C(CCCN1CCCCC1)c1ccc2c(c1)Cc1ccccc1-2
 : 13 | 0.4 | -3.6 | -34
63. COCCN(Cc1c(C(=O)N2CCN(C3CCCCC3)CC2)nc2ccccn12)C(C)C
 : 2 | -0.2 | -0.1 | -1
64. CCCc1[nH]n(-c2ccc(F)cc2)c(=O)c1C=NCCCN(CC)CC
 : -10 | 0.0 | 1.1 | -1
65. CCOc1ccccc1NC(=O)Cc1coc2cc(C)ccc12
 : 3 | 0.0 | -0.6 | -4
66. CC1CCCCN1S(=O)(=O)c1ccc(C(=O)Nc2ccccc2)cc1 (stereo unspecified)
 : 12 | 0.2 | -0.6 | -25
67. COCCn1c(SCc2ccc(Cl)cc2)nnc1C(C)C
 : 5 | -0.1 | -0.1 | -1
68. COc1ccc(-c2cc(NCCOc3ccccc3)nc(N)n2)cn1
 : -6 | -0.1 | -0.6 | -5
69. COc1ccccc1CC(=O)Nc1cnn(CC(=O)NC(c2ccco2)C(F)(F)F)c1 (stereo unspecified)
 : 11 | 1.0 | 0.3 | 4

# (more compounds)
nr	compound	MITF inh	FBW7 act	GPR151 ag	TEAD-YAP inh
71	COc1ccc(-n2c(COc3ccc4c(c3)OCO4)nnc2SCC(N)=O)cc1	16	0.0	-2.1	7
72	CCn1c(SCC(=O)c2ccccc2)nnc1-c1cccs1	5	0.1	-2.7	-37
73	Cc1ccc(C2=N/C(=C/c3ccc(Cl)c(Cl)c3)C(=O)O2)cc1[N+](=O)[O-]	-7	0.0	0.9	0
74	CCCCCCC[C@H](O)/C=C/[C@@H]1[C@@H](C/C=C\CCCC(=O)O)[C@@H](O)C[C@H]1O	-3	.	1.7	.
75	COC(=O)CNC(=O)CN(c1ccc(C)cc1C)S(=O)(=O)c1ccccc1	10	0.0	0.8	-29
76	O=C1C(=O)N(C(=O)Nc2ccc(F)cc2F)c2ccccc21	0	0.4	-0.4	-14
77	Cc1nonc1C(=O)NC(C)c1cnn(-c2cccc3ccccc23)c1C (stereo unspecified)	5	-0.1	-0.8	0
78	O=C1OC2(CCCCC2)OC(=O)C1=CNc1ccc(Cl)cc1C(F)(F)F	-1	0.0	-0.1	5
79	Cc1ccc(N2CC(C(=O)Oc3cccc(N4C(=O)CCC4=O)c3)CC2=O)cc1 (stereo unspecified)	-7	-0.1	-0.5	5
80	Cc1cc2c(Nc3cccc(C(F)(F)F)c3)ncnc2s1	17	0.0	0.5	2

# Rows are unselected; any-hit rate near 3.4%.
